From PubChem
Yp Topo-I inh: inhibitors of Yersinia pestis topoisomerase I | 360,000 tested, 0.064% active | activity, % at 10 µM | Y. pestis Topo-I cleavage product accumulation, plate reader | AID 504884; in the data active = activity above about 50%, passing the limit was not always enough; also: inactives centre near 2
BH1578 lux ind: quorum light induction in luxS cqsA deficient V. cholerae; V. cholerae BH1578 lux reporter, luminescence, 6 h; 350,000 tested, 0.16% active; activation, % at 18.7 µM; in the data active = activation mostly above about 9.7%, no sharp cut-off; also: not every result past the cut was called active; inactives centre near 0; reference of the scale not given here
Rv3671c inh: inhibitors of M. tuberculosis serine protease Rv3671c; 320,000 tested, 0.048% active; inhibition, % at 5.96 µM; P9WHR9; in the data active = inhibition above about 38%;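 also: extracellular domain of Rv3671c used as enzyme; 0% = enzyme with DMSO and 100% = no enzyme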
Target sequence (P9WHR9 whole entry, looked up, the tested form may be a part): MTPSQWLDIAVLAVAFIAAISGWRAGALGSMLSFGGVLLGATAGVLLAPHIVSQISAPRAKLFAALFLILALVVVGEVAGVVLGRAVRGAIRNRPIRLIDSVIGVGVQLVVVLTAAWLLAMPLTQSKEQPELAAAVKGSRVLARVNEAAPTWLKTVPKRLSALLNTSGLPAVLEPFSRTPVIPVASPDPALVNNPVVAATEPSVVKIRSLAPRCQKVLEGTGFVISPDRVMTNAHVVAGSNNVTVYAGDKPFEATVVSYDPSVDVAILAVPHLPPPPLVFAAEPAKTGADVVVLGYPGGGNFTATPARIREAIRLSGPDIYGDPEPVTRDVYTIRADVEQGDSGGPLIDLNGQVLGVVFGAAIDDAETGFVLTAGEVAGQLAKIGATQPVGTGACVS
CCHF vOTU inh: blocks the CCHF virus ovarian tumor domain protease; CCHFV vOTU protease, Pep-AMC fluorescence; inhibition, % at 11.5 µM; 370,000 tested, 0.55% active; AID 651958; in the data active = inhibition above about 30%; also: 0% = vehicle wells with enzyme and 100% = no enzyme wells
DUSP3 inh: DUSP3 (human) phosphatase inhibition; recombinant VHR phosphatase, pNPP absorbance; inhibition, % at 13.3 µM; 290,000 tested, 0.52% active; in the data active = inhibition above about 50%; also: some compounds called inactive have numbers as strong as hits
Target sequence (P51452 whole entry, looked up): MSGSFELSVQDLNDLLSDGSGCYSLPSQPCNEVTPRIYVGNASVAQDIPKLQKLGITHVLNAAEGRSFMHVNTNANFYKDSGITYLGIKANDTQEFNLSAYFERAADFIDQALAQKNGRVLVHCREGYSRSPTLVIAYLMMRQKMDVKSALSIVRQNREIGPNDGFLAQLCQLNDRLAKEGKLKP
SARS 3CLpro inh: SARS-CoV 3CLpro protease inhibition. inhibition, % at 6 µM. 290,000 tested, 0.14% active. P0C6X7. recombinant SARS-CoV 3CLpro, quenched FRET peptide cleavage; in the data active = inhibition above about 12%
TcdB inh: inhibitors of Clostridioides difficile toxin B glycohydrolase; inhibition, % at 9.99 µM; 350,000 tested, 0.24% active; TcdB glycohydrolase enzymatic assay, plate reader; P18177; in the data active = inhibition above about 10%
MazEF act: MazEF (E. coli) toxin RNase activation. AID 504720. activation, % at 20 µM. 350,000 tested, 0.32% active. FAM/BHQ RNA-DNA oligo cleavage fluorescence, 5 h; in the data active = activation above about 50%
Target sequence (P0AE70 whole entry, looked up): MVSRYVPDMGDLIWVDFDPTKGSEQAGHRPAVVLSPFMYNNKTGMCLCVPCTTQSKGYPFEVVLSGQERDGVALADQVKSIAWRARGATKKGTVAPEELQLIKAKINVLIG
PriA SSB inh: inhibitors of Klebsiella pneumoniae PriA binding to SSB C-terminal tail | AlphaScreen SSBct-PriA binding, biotinylated peptide | inhibition, % at 33 µM | 430,000 tested, 0.6% active | AID 1272365; in the data active = inhibition mostly above about 37%, no sharp cut-off; inactive = mostly below about 20%;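 also: plate controls were negative control peptide for no effect and reference peptide for full effect; strong numbers were not always called active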
PrPC TRFRET: reduces human prion protein on the cell surface. P04156. cell surface PrPC, TR-FRET read-out. inhibition, % at 13.8 µM. 370,000 tested, 0.43% active. AID 720596; in the data active = inhibition above about 24%; also: 0% = median of the test wells and 100% = reference compound wells
An asterisk follows results filed as active.

Screening COc1ncccc1-c1cc2nc(NCCCN(C)C)n(C)c(=O)c2s1 returned Yp Topo-I inh -6, BH1578 lux ind -0.6, CCHF vOTU inh -4, TcdB inh 1.9 and PrPC TRFRET -24.
Screening O=C(CCn1cnnn1)Nc1ccc(F)cc1 returned Yp Topo-I inh 5, BH1578 lux ind inactive, Rv3671c inh 6, CCHF vOTU inh -1, DUSP3 inh -4, SARS 3CLpro inh 4, TcdB inh -7.7, MazEF act 3, PriA SSB inh -16 and PrPC TRFRET 10.
`Cc1cc(C)n2c(SCCN3C(=O)c4ccccc4C3=O)nnc2n1` gave Yp Topo-I inh 2, BH1578 lux ind inactive, Rv3671c inh 4, CCHF vOTU inh -3, DUSP3 inh 12, SARS 3CLpro inh -1, TcdB inh 1.4, MazEF act -7, PriA SSB inh -12 and PrPC TRFRET -7.
`NC1=NC[C@H](c2ccccc2)N1CCc1cc(C(F)(F)F)cc(C(F)(F)F)c1` gave Yp Topo-I inh -2, BH1578 lux ind -0.3, Rv3671c inh 0, CCHF vOTU inh 18, DUSP3 inh 15, TcdB inh 2.5, MazEF act 25, PriA SSB inh -7 and PrPC TRFRET 0.
CCOCCn1c(SCC)nc2c1c(=O)[nH]c(=O)n2C was read as Yp Topo-I inh 2, BH1578 lux ind -0.3, Rv3671c inh 5, CCHF vOTU inh 8, DUSP3 inh 3, SARS 3CLpro inh 3, MazEF act 1, PriA SSB inh -10 and PrPC TRFRET 0.
Screening O=C(Nc1ccc(NC(=O)c2cccs2)cc1)c1cccnc1 returned Yp Topo-I inh -2, BH1578 lux ind -0.4, Rv3671c inh -2, CCHF vOTU inh -10, DUSP3 inh -8, SARS 3CLpro inh 6, TcdB inh -2.4, MazEF act 1, PriA SSB inh -11 and PrPC TRFRET -2.
Cc1ccc(C(=O)c2cnc3cc4c(cc3c2S(=O)(=O)c2ccccc2)OCCO4)cc1 was read as Yp Topo-I inh 2, BH1578 lux ind -3.4, Rv3671c inh -12, CCHF vOTU inh 12, DUSP3 inh -14, SARS 3CLpro inh 3, TcdB inh 1.9, MazEF act 8, PriA SSB inh 4 and PrPC TRFRET -4.
`O=C1CC(SCc2nc3ccccc3[nH]2)C(=O)N1c1cccc(Cl)c1` (stereo unspecified) gave Yp Topo-I inh -2, BH1578 lux ind -0.3, Rv3671c inh -3, CCHF vOTU inh 5, DUSP3 inh 12, SARS 3CLpro inh -4, TcdB inh 1.4, MazEF act -2, PriA SSB inh -5 and PrPC TRFRET -3.
Screening COc1ccc(S(=O)(=O)NC(C)C(=O)Nc2ccccc2F)cc1 (stereo unspecified) returned Yp Topo-I inh 0, BH1578 lux ind -0.3, Rv3671c inh -6, CCHF vOTU inh -7, DUSP3 inh 37, SARS 3CLpro inh 2, MazEF act 1, PriA SSB inh -10 and PrPC TRFRET -9.
Screening Oc1oc(-c2ccccc2)nc1C=NCc1ccccc1 returned Yp Topo-I inh 18, BH1578 lux ind inactive, Rv3671c inh -2, CCHF vOTU inh 3, DUSP3 inh 23, SARS 3CLpro inh -3, MazEF act -4, PriA SSB inh 15 and PrPC TRFRET 2.
`Cc1ccc(S(=O)(=O)c2cccc(S(=O)(=O)N3CCCC3)c2)cc1S(=O)(=O)N1CCCC1` gave Yp Topo-I inh 48, BH1578 lux ind -1.3, Rv3671c inh 0, CCHF vOTU inh 11, DUSP3 inh 8, SARS 3CLpro inh 2, MazEF act 5, PriA SSB inh -2 and PrPC TRFRET 34*.
`Cc1ccc(S(=O)(=O)N(CC(=O)Nc2cccc([N+](=O)[O-])c2)C2CCCCC2)cc1` gave Yp Topo-I inh -1, BH1578 lux ind 1.4, Rv3671c inh -31, CCHF vOTU inh 17, DUSP3 inh 18, SARS 3CLpro inh 2, MazEF act -10, PriA SSB inh 9 and PrPC TRFRET 15.
Screening Cc1cc(C)c(OCC(=O)NCCCn2nc(C)cc2C)c(C)c1 returned Yp Topo-I inh 8, BH1578 lux ind -0.4, Rv3671c inh 10, CCHF vOTU inh -7, TcdB inh 1.6, MazEF act -1, PriA SSB inh -5 and PrPC TRFRET 3.
`CCOc1ccc(OCc2ccc(C(=O)NC(C)(C)C)o2)cc1` gave Yp Topo-I inh -2, BH1578 lux ind -0.5, CCHF vOTU inh 6, DUSP3 inh 1, SARS 3CLpro inh 4, TcdB inh -0.3, MazEF act -3, PriA SSB inh -3 and PrPC TRFRET 9.
`CC1(c2cc(F)ccc2F)NC(=O)N(CC(=O)Nc2cccc(S(=O)(=O)N3CCCC3)c2)C1=O` (stereo unspecified) gave Yp Topo-I inh 1, BH1578 lux ind 11, Rv3671c inh -5, CCHF vOTU inh 20, TcdB inh 0.0, MazEF act 5, PriA SSB inh -5 and PrPC TRFRET 4.

Filtered by structure, those above containing fluorine (four)
Screening O=C(CCn1cnnn1)Nc1ccc(F)cc1 returned Yp Topo-I inh 5, BH1578 lux ind inactive, Rv3671c inh 6, CCHF vOTU inh -1, DUSP3 inh -4, SARS 3CLpro inh 4, TcdB inh -7.7, MazEF act 3, PriA SSB inh -16 and PrPC TRFRET 10.
`NC1=NC[C@H](c2ccccc2)N1CCc1cc(C(F)(F)F)cc(C(F)(F)F)c1` gave Yp Topo-I inh -2, BH1578 lux ind -0.3, Rv3671c inh 0, CCHF vOTU inh 18, DUSP3 inh 15, TcdB inh 2.5, MazEF act 25, PriA SSB inh -7 and PrPC TRFRET 0.
Screening COc1ccc(S(=O)(=O)NC(C)C(=O)Nc2ccccc2F)cc1 (stereo unspecified) returned Yp Topo-I inh 0, BH1578 lux ind -0.3, Rv3671c inh -6, CCHF vOTU inh -7, DUSP3 inh 37, SARS 3CLpro inh 2, MazEF act 1, PriA SSB inh -10 and PrPC TRFRET -9.
`CC1(c2cc(F)ccc2F)NC(=O)N(CC(=O)Nc2cccc(S(=O)(=O)N3CCCC3)c2)C1=O` (stereo unspecified) gave Yp Topo-I inh 1, BH1578 lux ind 11, Rv3671c inh -5, CCHF vOTU inh 20, TcdB inh 0.0, MazEF act 5, PriA SSB inh -5 and PrPC TRFRET 4.

As a short view, some entries already given.
`CCOc1ccc(OCc2ccc(C(=O)NC(C)(C)C)o2)cc1` gave Yp Topo-I inh -2, BH1578 lux ind -0.5, CCHF vOTU inh 6, DUSP3 inh 1, SARS 3CLpro inh 4, TcdB inh -0.3, MazEF act -3, PriA SSB inh -3 and PrPC TRFRET 9.
`CC1(c2cc(F)ccc2F)NC(=O)N(CC(=O)Nc2cccc(S(=O)(=O)N3CCCC3)c2)C1=O` (stereo unspecified) gave Yp Topo-I inh 1, BH1578 lux ind 11, Rv3671c inh -5, CCHF vOTU inh 20, TcdB inh 0.0, MazEF act 5, PriA SSB inh -5 and PrPC TRFRET 4.

More structures
For O=C(Oc1ccc(N(C(=O)c2ccncc2)S(=O)(=O)c2ccc(Cl)cc2)cc1)c1ccncc1 the results were Yp Topo-I inh 5, BH1578 lux ind -0.8, Rv3671c inh -2, CCHF vOTU inh 1, DUSP3 inh 22, SARS 3CLpro inh 0, TcdB inh 2.6, MazEF act 2, PriA SSB inh 0 and PrPC TRFRET 2.
Nc1ccn(CCCNCC(c2ccccc2)c2ccccc2)c(=O)n1 was read as Yp Topo-I inh 0, BH1578 lux ind -0.6, CCHF vOTU inh -6, TcdB inh 1.6, MazEF act 6 and PrPC TRFRET -5.
C=CCN1C(=O)C(Cc2ccc(Br)cc2)S/C1=N\N=C\c1ccco1 (stereo unspecified) was read as Yp Topo-I inh 6, BH1578 lux ind -0.3, Rv3671c inh 0, CCHF vOTU inh -4, DUSP3 inh 11, SARS 3CLpro inh 0, MazEF act -34 and PrPC TRFRET -3.
Nc1nc(-c2ccc(Cl)cc2)nc(-c2ccc(Cl)cc2)n1 was read as Yp Topo-I inh 0, BH1578 lux ind -0.3, Rv3671c inh -3, CCHF vOTU inh 10, DUSP3 inh -4, SARS 3CLpro inh 5, TcdB inh 0.5, MazEF act -86, PriA SSB inh -1 and PrPC TRFRET -6.
`COc1ccccc1OCCNC(=O)c1ccccc1OCc1c(C)noc1C` gave Yp Topo-I inh -3, BH1578 lux ind -2.0, Rv3671c inh -7, CCHF vOTU inh 16, TcdB inh 1.1, MazEF act 2, PriA SSB inh -2 and PrPC TRFRET 7.
`CC(C)c1cc(C(=O)N2CCCC(N3CCN(c4ccccc4F)CC3)C2)nc(N)n1` (stereo unspecified) gave Yp Topo-I inh -3, BH1578 lux ind -0.2, Rv3671c inh 1, CCHF vOTU inh 12, DUSP3 inh -2, SARS 3CLpro inh -1, TcdB inh 0.8, MazEF act 2, PriA SSB inh 11 and PrPC TRFRET 3.
Screening Cc1ccc(S(=O)(=O)N(C)C)cc1NC(=O)COC(=O)/C=C/c1ccc(F)cc1 returned Yp Topo-I inh 8, BH1578 lux ind -2.3, Rv3671c inh 2, CCHF vOTU inh 26, TcdB inh -8.1, MazEF act 8, PriA SSB inh 3 and PrPC TRFRET 0.
COc1ccccc1N1CCN(C(=O)c2cccc(S(=O)(=O)Nc3ccccc3F)c2)CC1 was read as Yp Topo-I inh 26, BH1578 lux ind inactive, Rv3671c inh 6, CCHF vOTU inh 12, TcdB inh 1.0, MazEF act -4, PriA SSB inh 0 and PrPC TRFRET 4.
For COC(=O)N1CCCCC1c1cc(C(=O)N2CCOCC2)no1 (stereo unspecified) the results were Yp Topo-I inh 0, BH1578 lux ind -0.8, CCHF vOTU inh 3, TcdB inh 0.5 and PrPC TRFRET 6.
Screening O=C(Nc1ccon1)c1cc(-c2ccccc2)nc2ccccc12 returned Yp Topo-I inh 0, BH1578 lux ind -0.6, Rv3671c inh -6, CCHF vOTU inh 6, DUSP3 inh -4, SARS 3CLpro inh 0, MazEF act 4, PriA SSB inh -7 and PrPC TRFRET -12.
Screening CCc1ccc(OC(C)C(=O)N(Cc2ccccc2)C2CCS(=O)(=O)C2)cc1 (stereo unspecified) returned Yp Topo-I inh 13, BH1578 lux ind -0.7, Rv3671c inh -4, CCHF vOTU inh 12, DUSP3 inh 13, SARS 3CLpro inh -6, TcdB inh 0.8, MazEF act -6, PriA SSB inh -16 and PrPC TRFRET -7.
For Cc1cccc(C(=O)Oc2cc(C)[nH]c(=O)c2[N+](=O)[O-])c1 the results were Yp Topo-I inh 0, BH1578 lux ind -0.5, Rv3671c inh -5, CCHF vOTU inh 17, DUSP3 inh -9, SARS 3CLpro inh -10, TcdB inh 0.4, MazEF act 3, PriA SSB inh -4 and PrPC TRFRET -6.
`CCCSc1nnc(NC(=O)c2ccco2)s1` gave Yp Topo-I inh -9, BH1578 lux ind inactive, Rv3671c inh 2, CCHF vOTU inh 10, DUSP3 inh -3, SARS 3CLpro inh -1, TcdB inh 0.5, MazEF act -8, PriA SSB inh -18 and PrPC TRFRET 3.
Screening CN(Cc1cccnc1)C(=O)CCCc1c[nH]c2ccccc12 returned Yp Topo-I inh 10, BH1578 lux ind -0.3, Rv3671c inh -5, CCHF vOTU inh 13, DUSP3 inh -10, SARS 3CLpro inh 0, TcdB inh 0.4, MazEF act -1, PriA SSB inh -4 and PrPC TRFRET 2.
CCC(C)(C)n1nnnc1C(c1cc2cc(OC)ccc2[nH]c1=O)N1CCc2ccccc21 (stereo unspecified) was read as Yp Topo-I inh -3, BH1578 lux ind inactive, Rv3671c inh -1, CCHF vOTU inh 4, DUSP3 inh -17, SARS 3CLpro inh -14, MazEF act -3, PriA SSB inh -5 and PrPC TRFRET 0.
CC(C)(C)OC(=O)N1CCC(CC2CC(c3ccc(Cl)cc3)=NO2)(C(=O)NCC2CCCCC2)CC1 (stereo unspecified) was read as Yp Topo-I inh 21, BH1578 lux ind -1.6, Rv3671c inh -10, CCHF vOTU inh 3, DUSP3 inh -3, SARS 3CLpro inh 3, TcdB inh -0.3, MazEF act 4, PriA SSB inh 12 and PrPC TRFRET -7.
NC(=O)COc1ncnc2scc(-c3ccc(F)cc3)c12 was read as Yp Topo-I inh 1, BH1578 lux ind -1.1, Rv3671c inh 5, CCHF vOTU inh 0, DUSP3 inh -4, SARS 3CLpro inh 0, TcdB inh 4.8, MazEF act -14, PriA SSB inh -7 and PrPC TRFRET 0.

The list is partial, so the mix of outcomes need not match the whole.
